# Screening data (PubChem)
# Avidin bead fluor – avidin bead compound fluorescence profile. Avidin beads, compound fluorescence 488/530 nm, flow cytometry; stronger effect = higher value. fluorescence (KMESF) at 10 µM. hit rate 0.38% among 220,000; in the data active = fluorescence above about 47; also: inactives centre near 10
# ABCG2 inh – inhibitors of human ABCG2 transporter, ABCB1 counter-screen; Q9UNQ0; inhibition, % at 6.6 µM; hit rate 0.1% among 190,000; IgMXP3 cells, JC-1 efflux, flow cytometry;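 active = inhibition above 80%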;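 also: 0% = DMSO and 100% = nicardipine control wells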
# Target sequence (Q9UNQ0 whole entry, looked up): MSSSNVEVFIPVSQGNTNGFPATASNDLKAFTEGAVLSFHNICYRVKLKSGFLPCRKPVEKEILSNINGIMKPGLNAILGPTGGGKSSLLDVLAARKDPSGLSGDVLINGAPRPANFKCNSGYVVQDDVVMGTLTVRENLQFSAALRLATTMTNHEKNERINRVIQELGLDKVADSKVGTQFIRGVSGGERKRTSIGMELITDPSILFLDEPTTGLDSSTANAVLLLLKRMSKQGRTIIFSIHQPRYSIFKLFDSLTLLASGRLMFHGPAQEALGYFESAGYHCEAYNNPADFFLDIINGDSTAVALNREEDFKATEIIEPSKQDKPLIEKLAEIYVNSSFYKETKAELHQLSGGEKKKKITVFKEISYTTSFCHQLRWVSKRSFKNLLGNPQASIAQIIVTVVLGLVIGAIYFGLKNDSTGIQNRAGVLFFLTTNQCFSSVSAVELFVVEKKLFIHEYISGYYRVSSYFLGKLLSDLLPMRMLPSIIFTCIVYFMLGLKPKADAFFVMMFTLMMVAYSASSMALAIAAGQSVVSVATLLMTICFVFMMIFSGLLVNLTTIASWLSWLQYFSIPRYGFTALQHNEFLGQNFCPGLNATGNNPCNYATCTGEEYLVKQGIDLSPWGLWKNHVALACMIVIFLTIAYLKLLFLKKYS
#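 Assay system – ABCG2 IgMXP3 and barcoded ABCB1 CCRF-Adr cell mix · Input – 3 million cells/mL in well · Reagent – JC-1 fluorescent substrate · Compound – single test compound dose, 6.6 µM final · Timing – 10 min exposure at 25 °C with rotation, no wash · Detection – flow cytometry of retained JC-1 fluorescence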
# HRas wt GTP – changes GTP binding to wildtype human HRas; P01112; GST-Ras wt beads, Bodipy-FL-GTP binding, flow cytometry; actives lie on both sides; GTP binding activity, % at 10 µM; hit rate 0.14% among 190,000; AID 759;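 active = GTP binding activity at least 20% away from the 100% baseline, either lowered as inhibitor or raised as activator; inconclusive = flagged as likely green fluorescent, judged across all proteins in the well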;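 also: 0% = unlabeled GTP competition control and 100% = no-compound control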
# Pf gametocyte – kills late stage P. falciparum gametocytes | P. falciparum stage V gametocytes, ATP luminescence, 24 h | inhibition, % at 10.9 µM | hit rate 0.065% among 150,000 | AID 743093;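 active = inhibition above the mean plus 3 SD of compounds within the control limits, set per campaign, cut at about 38% in these data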;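 also: 0% = DMSO wells and 100% = medium only without gametocytes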
# Mcl1-Noxa inh – disrupts binding of human Mcl-1 to Noxa peptide. Q07820. TR-FRET Mcl-1/Noxa peptide binding, 2 h. inhibition, % at 21.7 µM. hit rate 1.5% among 220,000;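 active = compounds that cut the protein-peptide binding signal by more than 50% relative to plate controls in a single-dose test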;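 also: His-tagged Mcl-1 with rhodamine Noxa BH3 peptide and terbium anti-His antibody; 0% = Mcl-1 plus Noxa peptide wells and 100% = peptide-only wells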
# Target sequence (Q07820 whole entry, looked up): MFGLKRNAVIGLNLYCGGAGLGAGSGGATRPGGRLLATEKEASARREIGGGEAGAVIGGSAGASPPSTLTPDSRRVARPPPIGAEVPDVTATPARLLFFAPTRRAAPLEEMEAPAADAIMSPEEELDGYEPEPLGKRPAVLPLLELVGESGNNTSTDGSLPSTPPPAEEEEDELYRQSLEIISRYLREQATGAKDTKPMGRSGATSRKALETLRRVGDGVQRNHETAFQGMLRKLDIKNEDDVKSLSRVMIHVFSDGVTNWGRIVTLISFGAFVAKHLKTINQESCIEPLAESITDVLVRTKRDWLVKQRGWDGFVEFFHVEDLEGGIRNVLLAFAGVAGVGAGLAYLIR
# Cdc42 wt GTP – human Cdc42 wildtype GTP binding change, either direction | P60953 | GST-Cdc42 beads, Bodipy-GTP binding, flow cytometry; actives lie on both sides | percent activity (GTP binding), % at 10 µM | hit rate 0.2% among 190,000 | AID 761;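 active = percent activity GTP binding at least 20 points away from the 100% baseline, either down as inhibitor or up as activator; inconclusive = compound flagged as likely green fluorescent from well-wide comparison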;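 also: median bead fluorescence of bound Bodipy-FL-GTP at 100 nM; 0% = excess unlabeled GTP control and 100% = no compound control; below 100% means less GTP binding so inhibitor and above means activator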
# ABCB1 inh – inhibitors of human ABCB1 transporter, ABCG2 counter-screen | P08183 | CCRF-Adr cells, JC-1 efflux, flow cytometry | inhibition, % at 6.6 µM | hit rate 0.067% among 190,000 | AID 1326; in the data active = inhibition above about 40%;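 also: 0% = vehicle and 100% = reference inhibitor; higher value means more JC-1 retained so stronger ABCB1 efflux block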
# Rac1 wt modul – modulators of human Rac1 wildtype GTP binding; GST-Rac1 beads, fluorescent GTP binding, flow cytometry; actives lie on both sides; 0 = cold GTP competed, 100 = untreated; GTP binding activity (% of control), % at 10 µM; hit rate 0.27% among 190,000; AID 757;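 active = GTP binding activity at least 20 points away from the 100% control level, either lower or higher; inconclusive = compound flagged as likely green fluorescent, judged across all proteins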
# Rab2A wt mod – changes GTP binding to wildtype dog Rab2A, up or down; GTP binding activity, % at 10 µM; hit rate 0.19% among 190,000; GST-Rab2 wt beads, Bodipy-GTP binding, flow cytometry;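 active = GTP binding activity at least 20 points away from 100%, either lowered or raised; inconclusive = signal likely due to the compound's own green fluorescence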;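 also: 0% = beads with excess unlabeled GTP and 100% = no-compound control corrected for plate trend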
# Rab7 wt GTP bind – dog Rab7 wildtype GTP binding, inhibitors and activators; GST-Rab7 beads, fluorescent GTP binding, flow cytometry; actives lie on both sides; untreated = 100%, excess cold GTP = 0%; GTP binding activity (percent of control), % at 10 µM; hit rate 0.055% among 190,000; AID 758;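 active = fluorescent GTP binding to Rab7 beads changed by at least 20 points from the 100% baseline, either direction, mostly lower; inconclusive = compound itself probably fluorescent, or too few beads counted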;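 also: median green fluorescence of bound Bodipy-FL-GTP per Rab7 bead population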
# Rac1 mut GTP – alters GTP binding to activated mutant human Rac1. P63000. GST-Rac1 activated beads, fluorescent GTP binding, flow cytometry; actives lie on both sides; 100% means binding = to untreated wells. percent activity (GTP binding), % at 10 µM. hit rate 0.11% among 190,000. AID 764;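 active = GTP binding at least 20 percentage points away from the 100% baseline, in either direction, so actives lie on both sides; inconclusive = Compound likely fluorescent itself, or too few beads counted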
# An asterisk follows results filed as active; ? = inconclusive; . = not tested or not shown.
SMILES,Avidin bead fluor,ABCG2 inh,HRas wt GTP,Pf gametocyte,Mcl1-Noxa inh,Cdc42 wt GTP,ABCB1 inh,Rac1 wt modul,Rab2A wt mod,Rab7 wt GTP bind,Rac1 mut GTP
CCOC(=O)Cc1csc(N/C(=N/S(=O)(=O)c2cc(Br)ccc2OCC)c2ccccc2)n1,7,-2,92,15,5,91,-0.1,91,92,93,90
O=C(Nc1ccc2oc(-c3cccc(F)c3)nc2c1)c1ccccc1F,5,.,100,6,-50,103,.,105,100,100,98
O=C(Nc1nc2c(s1)CCCC2)C1COc2ccccc2O1 (centres undefined),8,-2,98,.,15,100,-2.3,100,98,99,97
O=C(c1ccc(CS(=O)(=O)c2ccc(Br)cc2)o1)N1CCN(c2ccccn2)CC1,38,2,100,.,2,102,1.4,103,100,97,102
COc1ccc(-c2csc(NC(=O)c3ccc(N4C(=O)CCC4=O)cc3)n2)cc1OC,14,5,96,.,16,100,0.1,100,98,101,96
O=S(=O)(NCC1CCCO1)c1ccc(S(=O)(=O)N2CCCC2)cc1 (centres undefined),12,2,102,0,14,102,0.7,98,102,98,99
O=S(=O)(Nc1ccc(S(=O)(=O)N2CCCCC2)cc1)c1ccc(Br)s1,14,-21,95,6,3,96,-0.9,99,98,101,96
CCOC(=O)N1CCN(C(=O)C2CCCN(S(=O)(=O)c3ccc(F)cc3)C2)CC1 (centres undefined),11,9,99,.,4,101,2.7,102,97,100,97
O=C(NC1=NCCS1)c1ccc(Cl)c(S(=O)(=O)N2CCOCC2)c1,14,5,96,-6,24,94,0.8,100,95,101,95
C/C(N)=C(/C#N)C(=O)COC(=O)c1ccc(O)cc1,5,11,100,-1,10,103,0.9,101,97,103,100
Cc1ccccc1C(=O)OCCN1CCOCC1,6,1,104,-7,13,106,0.0,107,103,108,101
NC(CC(=O)OC1CCCCC1)C(=O)OC1CCCCC1 (centres undefined),10,2,109,.,14,106,0.8,104,106,106,102
CC1=CCC(/C=N\Nc2nnc3c(n2)[nH]c2ccccc23)CC1 (centres undefined),3,7,99,.,5,107,-0.3,103,99,101,98
O=C(COC(=O)/C=C/c1cccc(C(F)(F)F)c1)NC(c1ccccc1)c1ccccc1,4,-3,100,-6,21,101,-0.1,106,98,100,99
c1ccc(-c2ccccc2OCCCN2CCOCC2)cc1,24,0,93,-6,26,95,0.0,93,94,98,95
CC(C)Cn1c(/C=N/Nc2nc3ccccc3[nH]2)nc2ccccc21,7,4,101,-26,-78,102,0.3,104,99,99,99
Cc1ccccc1-c1n[nH]c(=S)n1C,12,0,100,.,10,95,-0.1,97,99,104,96
CCOc1ccc(NC(=O)Nc2nnc(CC)s2)cc1,6,0,101,-11,4,102,0.0,101,100,103,99
COc1ccccc1CC(=O)Nc1cccc(F)c1,9,-1,100,-2,5,97,0.2,100,100,107,94
Cc1ccc(C2=NC3(CCCCCC3)NC2=S)cc1,2,1,100,4,4,101,0.3,101,102,103,97

# An excerpt taken from the entries so far, for reference:
SMILES,Avidin bead fluor,ABCG2 inh,HRas wt GTP,Pf gametocyte,Mcl1-Noxa inh,Cdc42 wt GTP,ABCB1 inh,Rac1 wt modul,Rab2A wt mod,Rab7 wt GTP bind,Rac1 mut GTP
CC(C)Cn1c(/C=N/Nc2nc3ccccc3[nH]2)nc2ccccc21,7,4,101,-26,-78,102,0.3,104,99,99,99
Cc1ccccc1-c1n[nH]c(=S)n1C,12,0,100,.,10,95,-0.1,97,99,104,96
CCOc1ccc(NC(=O)Nc2nnc(CC)s2)cc1,6,0,101,-11,4,102,0.0,101,100,103,99

# Back to the main list, repeating the 2 entries before the break.
SMILES,Avidin bead fluor,ABCG2 inh,HRas wt GTP,Pf gametocyte,Mcl1-Noxa inh,Cdc42 wt GTP,ABCB1 inh,Rac1 wt modul,Rab2A wt mod,Rab7 wt GTP bind,Rac1 mut GTP
COc1ccccc1CC(=O)Nc1cccc(F)c1,9,-1,100,-2,5,97,0.2,100,100,107,94
Cc1ccc(C2=NC3(CCCCCC3)NC2=S)cc1,2,1,100,4,4,101,0.3,101,102,103,97
COc1cc(C(=O)NCCOc2cccc(C)c2)c(Br)c(OC)c1OC,17,4,107,.,1,107,0.7,108,100,103,101
COC(=O)c1ccc(NC(=O)CSc2nncc3ccc(OC)c(OC)c23)cc1,11,-2,92,.,20,98,-1.1,97,94,94,92
Cc1cc(N2CCN(Cc3ccccc3)CC2)n2nc(C)c(-c3ccccc3)c2n1,11,16,102,-9,-2,102,1.1,102,99,96,97
O=c1[nH]c2ccccc2c2ccccc12,8,5,94,-21,-2,92,0.6,92,91,92,92
c1ccc(OCCCn2nnc(-c3ccc(N4CCOCC4)cc3)n2)cc1,14,1,103,-8,18,107,0.1,103,104,98,100
COc1ccc(Nc2ccc(Cl)cc2)c(C(=O)O)c1,12,4,98,6,15,100,0.7,99,97,98,98
Cc1c(NC(=O)c2cc3nc(-c4ccc(Cl)cc4)cc(C(F)(F)F)n3n2)c(=O)n(-c2ccccc2)n1C,7,0,99,.,-7,99,1.6,101,99,98,96
O=S(=O)(c1ccc(Nc2ccc3c(c2)OCO3)nc1)N1CCOCC1,18,1,98,.,30,99,0.2,97,97,97,97
O=C(Nc1ccccc1)Nc1cccc(Cl)c1Cl,6,1,95,6,-3,97,0.2,101,97,91,94
CCSc1nc2ccccc2n1CC(=O)OC,8,2,101,.,-5,101,0.6,101,100,102,100

# Retrieved one by one from above:
SMILES,Avidin bead fluor,ABCG2 inh,HRas wt GTP,Pf gametocyte,Mcl1-Noxa inh,Cdc42 wt GTP,ABCB1 inh,Rac1 wt modul,Rab2A wt mod,Rab7 wt GTP bind,Rac1 mut GTP
C/C(N)=C(/C#N)C(=O)COC(=O)c1ccc(O)cc1,5,11,100,-1,10,103,0.9,101,97,103,100
CC1=CCC(/C=N\Nc2nnc3c(n2)[nH]c2ccccc23)CC1 (centres undefined),3,7,99,.,5,107,-0.3,103,99,101,98
O=C(COC(=O)/C=C/c1cccc(C(F)(F)F)c1)NC(c1ccccc1)c1ccccc1,4,-3,100,-6,21,101,-0.1,106,98,100,99

# More results.
SMILES,Avidin bead fluor,ABCG2 inh,HRas wt GTP,Pf gametocyte,Mcl1-Noxa inh,Cdc42 wt GTP,ABCB1 inh,Rac1 wt modul,Rab2A wt mod,Rab7 wt GTP bind,Rac1 mut GTP
COC(=O)CN1C(=O)C2(C(C#N)=C(N)Oc3n[nH]c(-c4cccs4)c32)c2ccccc21 (centres undefined),26,0,?,.,19,?,0.1,?,?,?,?
Cc1nnc(Nc2ccc(Cl)cc2)n(N)c1=O,6,1,101,2,-5,102,0.0,103,102,99,99
O=S(=O)(NC1CCCCC1)c1cccc(-c2nnc(-c3ccccc3)o2)c1,29,-19,97,11,-10,100,-2.7,105,98,96,97
CC(C)(C)c1ccc(C(=O)N/N=C/c2cccc(Cl)c2)cc1,31,0,101,-3,-6,104,-0.1,104,99,97,99
N/C(=N\c1nc2ccccc2o1)NC(=O)c1ccc(F)cc1,39,3,101,.,-3,101,0.2,102,100,103,97
Cc1nc(SCC(=O)Nc2ccccc2C(F)(F)F)c(C#N)c(C)c1CC(=O)c1ccc(Br)cc1,5,0,97,.,-15,97,0.3,96,96,96,96
NC(=O)c1cc(-c2ccccc2)nc(N2CCCCCC2)n1,11,4,100,-1,-6,100,0.6,102,99,105,100
COc1ccc(N2CCN(Cc3nc4scc(-c5cccs5)c4c(=O)[nH]3)CC2)cc1,23,1,100,5,23,91,0.2,96,96,105,91
COCCNC(=O)c1ccc2snnc2c1,4,2,97,.,8,98,0.2,97,95,94,96
CCCOP(=O)(c1ccc(N(C)C)cc1)C(Nc1ccccc1)c1ccc(N(C)C)cc1 (centres undefined),14,1,99,11,6,99,0.3,104,99,101,100
O=C(CCCc1cccs1)Nc1nc2c(s1)CCCC2,17,3,100,.,1,102,0.1,100,100,98,97
CC1CCCCC1NC(=O)C1CCCN1S(=O)(=O)c1cccc2nsnc12 (centres undefined),6,2,102,.,5,104,1.0,105,101,102,100
CCOc1ccc(CCNC(=O)C2CCCN(S(=O)(=O)c3c(C)n[nH]c3C)C2)cc1OCC (centres undefined),13,9,99,.,6,100,-0.5,99,100,96,99
Fc1cccc(Cl)c1CNC(c1ccccc1)c1ccccc1,7,0,97,23,16,98,0.0,97,95,93,95
C/C(=N\NC(=O)CSc1nc2ccccc2s1)c1ccco1,29,-4,96,0,11,98,0.5,96,98,93,93
COc1ccc(C2C(C(=O)Nc3ccccc3)=C(C)Nc3nc(CCCO)nn32)cc1 (centres undefined),8,1,105,11,16,102,0.1,109,104,103,100
CCCCCn1nc(C)c(/C=N\NC(=O)c2cc(C)oc2C)c1C,7,1,100,.,14,100,0.3,104,96,101,99
Cc1n[nH]c(C)c1N1C(=O)c2cccc3c(Br)ccc(c23)C1=O,14,3,95,.,8,95,1.3,101,95,103,96
COC(=O)C1=C(C)NC(=O)/C1=C\c1ccc2c(c1)OCO2,13,0,102,-6,3,103,-5.6,102,103,103,100
CCCc1sc(N)nc1-c1ccc(Cl)cc1,12,19,102,-5,3,102,0.6,104,100,101,97
CCOc1ccc(NC(=O)N2CCN(S(C)(=O)=O)CC2)cc1,12,3,96,-6,5,98,0.4,99,94,97,99
COc1ccc(C(=O)Nc2c(Cl)cc(Cl)cc2C(=O)NCc2ccco2)cc1,8,2,99,21,-1,99,0.5,103,96,99,98
COc1ccccc1OCCNC(=O)c1cc(F)c(F)cc1Cl,4,2,102,1,2,101,-1.1,104,104,101,101
CCOC(=O)c1cc(C)sc1NC(=O)CCC(=O)O,8,0,97,-22,-1,99,0.0,101,98,96,99
CC(C)COC(=O)Nc1nnc(SCc2ccccc2F)s1,13,2,106,.,6,105,0.2,105,103,103,99
O=[N+]([O-])c1ccc(Nc2c3ccccc3nc3ccccc23)cc1,6,16,94,-17,12,97,0.8,94,97,93,95
CCCCn1c(=O)[nH]c2ccccc21,6,1,98,.,-5,97,0.8,101,99,98,96
Cc1cc2c(cc(C(=O)OC(C(=O)NCC3CCCO3)C(C)C)n2C)o1 (centres undefined),10,2,102,.,0,98,0.6,104,103,106,98
